# Statin myotox sup: suppressors of simvastatin-induced myotoxicity in C2C12 myotubes. ATP luminescence, 48 h; scaled: DMSO 0, geranylgeraniol control 100. 330,000 compounds, 0.78% hits. rescue of ATP level, % at 7.49 µM;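 active = mean ATP rescue above about 67%, or every replicate alone reaching that limit, limit read from the data, passing the limit was not always enough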;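 also: myotubes were challenged with 10 µM simvastatin during compound exposure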
# PglD inh: inhibitors of Campylobacter jejuni PglD acetyltransferase; inhibition, % at 12.5 µM; purified PglD enzyme, DTNB colorimetric CoA detection; AID 602405; 360,000 compounds, 0.098% hits; in the data active = inhibition above about 16%, passing the limit was not always enough; also: strong numbers were not always called active
# Active calls of the source: *.
SMILES,Statin myotox sup,PglD inh
COc1cc(C2NC(=O)NC(C)=C2C(=O)NCc2ccccc2)c(Cl)cc1O (stereo unspecified),8,-4
O=C(N/N=C/C1CCCCC1)c1cc(Cl)ccc1O,0,5
COc1ccc(CNC(=O)COC(=O)c2c[nH]c(=O)[nH]c2=O)cc1OC,0,-2
CCOC1(OCC)N=C(N)C2(C#N)C(c3cccc(OC)c3OC)C12C#N (stereo unspecified),-1,2
CC1(C)Cc2c(ccc3ccccc23)C(NNC(=O)c2cccnc2)=N1,1,-1
CCOC(=O)CCC(=O)N1CCOCCOCCN(C(=O)CCC(=O)OCC)CCOCC1,17,-14
COCn1c(=O)c2c(nc(SC3=NCCS3)n2Cc2ccccc2C)n(COC)c1=O,6,7
CCC(=O)N1CCc2cc(S(=O)(=O)NCCC(=O)NC3CCCc4ccccc43)ccc21 (stereo unspecified),-5,0
CCc1ccc(NC(=O)N(Cc2cccnc2)Cc2ccco2)cc1,5,-1
C/C(=N/OCC(=O)Nc1ccccc1)c1cccs1,-7,-9
O=C(COC(=O)c1cc(-c2ccco2)nc2ccccc12)NCc1ccc2c(c1)OCO2,-7,3
CCOC(=O)/C=C1\SCC(=O)N1CC(=O)c1ccc[nH]1,0,4
COC(=O)c1nn(-c2ccc(OC)cc2)c(=O)cc1Oc1ccccc1,1,4
O=C(c1cc(C2CC2)nc2ccc(Br)cc12)N1N=C(C(F)F)CC1(O)C(F)F (stereo unspecified),7,-3
COc1ccccc1N(CN1CCCC1=O)C(=O)c1c(F)cccc1Cl,3,5
Cc1[nH]c2ccc(Br)cc2c(=O)c1CN1CCOCC1,-2,0
C(=N/n1c2ccccc2c2ccccc21)/c1ccco1,8,-6
O=C(COC(=O)c1ccc[nH]c1=O)NCC1CCCO1 (stereo unspecified),6,-13
O=C(CN1C(=O)COc2ccccc21)N(Cc1ccccc1)Cc1ccccn1,30,-4
CN1CCN(C(=O)C2(NC(=O)NCc3ccccc3)CCCCC2)CC1,-1,-7
O=C(CC1(O)C(=O)N(Cc2ccccc2)c2ccccc21)c1ccc2c(c1)OCO2 (stereo unspecified),1,-5
CC(C)C(c1nnnn1C1CCCC1)N(C)C1CCCCC1 (stereo unspecified),1,-4
O=C(CN1C(=O)CNC1=O)Nc1cccc(C(F)(F)F)c1,1,-2
CN(C)c1ccc(CNn2cnnc2SCc2ccc(F)cc2)cc1,5,-2

# In the list so far, these contain a halogen:
SMILES,Statin myotox sup,PglD inh
COc1cc(C2NC(=O)NC(C)=C2C(=O)NCc2ccccc2)c(Cl)cc1O (stereo unspecified),8,-4
O=C(N/N=C/C1CCCCC1)c1cc(Cl)ccc1O,0,5
O=C(c1cc(C2CC2)nc2ccc(Br)cc12)N1N=C(C(F)F)CC1(O)C(F)F (stereo unspecified),7,-3
COc1ccccc1N(CN1CCCC1=O)C(=O)c1c(F)cccc1Cl,3,5
Cc1[nH]c2ccc(Br)cc2c(=O)c1CN1CCOCC1,-2,0
O=C(CN1C(=O)CNC1=O)Nc1cccc(C(F)(F)F)c1,1,-2
CN(C)c1ccc(CNn2cnnc2SCc2ccc(F)cc2)cc1,5,-2

# (next part)
SMILES,Statin myotox sup,PglD inh
Cc1ccc(NCC(O)C(O)C(O)CO)cc1C (stereo unspecified),4,-3
CN(C)C(=O)c1cn(-c2ccccc2)nc1-c1cccs1,3,-3
CCS(=O)(=O)Nc1ccc(-c2nnc(SCC(=O)OC)o2)cc1,-1,8
CCOc1ccc(CC2S/C(=N/c3ccccn3)NC2=O)cc1 (stereo unspecified),2,0
CCOC(=O)c1ccc(NC(=O)CN2C(=O)C(=O)N(CC(C)C)C2=O)cc1,0,2
COC(=O)c1ccccc1NC(=O)NCc1ccccn1,-22,-1
COc1cc(OC)c(C2C(C(=O)Nc3ccccc3)=C(C)Nc3ncnn32)cc1OC (stereo unspecified),36,-5
Cc1sc2nc(CN3CCCC3)nc(N3CCN(S(=O)(=O)c4cccs4)CC3)c2c1C,52,0
Cc1ccc(C#N)c(SCc2nnc(-c3ccc(Cl)cc3)o2)n1,-31,-3
COc1ccc(CN2C(=O)CCC2(C)C(=O)NC2CCCCC2)c(OC)c1 (stereo unspecified),9,-8
CC1CN(C(=O)CN2C(=O)c3ccccc3S2(=O)=O)CC(C)O1 (stereo unspecified),27,-7
COC(=O)c1sccc1-c1ccc(C(=O)Nc2cccc(Cl)c2)o1,-3,-8
CCn1c(=NC(=O)CSC(C)=O)sc2cc(F)ccc21,9,-5
Cc1nn(Cc2ccc(C(=O)N3N=C(C(F)F)CC3(O)C(F)F)cc2)c(C)c1[N+](=O)[O-] (stereo unspecified),-8,2
N/C(=N\OC(=O)c1ccccc1Cl)c1ccccc1,13,0
COc1cc(NS(=O)(=O)c2ccc(N/C=C(\C=O)c3nc4cc(Cl)ccc4o3)cc2)nc(OC)n1,4,2
N#CCSc1nc2cc(C(=O)N3CCCC3)ccc2c(=O)n1Cc1ccccc1,16,13
CSc1cc(-c2ccc(Cl)cc2)c(C(=O)NN)s1,-7,-3
N#Cc1cnn(-c2ncnc3sc(-c4ccccc4)cc23)c1N,-80,0
Cc1ccc(NC(=O)C2Cc3ccccc3CN2C(=O)c2ccccc2)cc1Cl (stereo unspecified),33,-4
Cc1nc(N2CCN(S(=O)(=O)c3cccc4nonc34)CC2)c2c3c(sc2n1)CCCC3,4,-2
Cc1cccc(N2C(N)=NC(N)=NC23CCCCC3)c1,31,-10
O=C(NCc1ccco1)c1nn(-c2ccccc2)c(=O)c2ccccc12,-1,3
COc1cccc(N/C(SC)=C(/C#N)C(N)=O)c1,2,0
CCOC(=O)N1CCC(N(C(=O)Nc2ccccc2)C(C)CC)CC1 (stereo unspecified),6,1
COc1ccc(C(=O)Nc2ccc(OC)c(OC)c2)cc1,7,0
Cc1cc(NC(c2ccc(Cl)cc2)c2ccc3cccnc3c2O)no1 (stereo unspecified),-9,-1
Cn1ncc(Br)c1C(=O)Nc1ccc(Cl)cn1,-3,-4
O=C(NC1CS(=O)(=O)CC1NCc1ccccc1)c1ccccc1 (stereo unspecified),-4,7
CC(C)c1nnc(NC(=O)CC(=O)Nc2ccccc2C(=O)O)s1,8,2
O=C(NCCC1=CCCCC1)C1CCCN(c2nc3ccccc3o2)C1 (stereo unspecified),-9,0
COc1ccc(-c2nc3n(n2)C(c2ccncc2)C(C(N)=O)=C(C)N3)cc1 (stereo unspecified),2,5
Cc1cc(C(=O)O)c(=O)[nH]c1C,13,1
O=C(CN(CC1CCCO1)S(=O)(=O)c1ccc(S(=O)(=O)NC2CC2)cc1)Nc1ccccc1 (stereo unspecified),10,0
Cc1cc(C(=O)OCC(=O)Nc2cc(C(F)(F)F)ccc2N2CCOCC2)c(C)o1,94*,-3
COc1ccccc1Nc1nn2c(=O)c3ccc(C(=O)NCc4cccnc4)cc3nc2s1,3,2
Cc1cccc(C(=O)N/N=C/c2ccc(OCC(=O)N3CCCCC3)cc2)c1,-17,-3
N#Cc1c2n(c3c(=O)n(Cc4ccc(Cl)cc4)cnc13)CCCCC2,95*,5
COC(=O)c1cc(NC(=O)CCc2c(C)nc3ncnn3c2C)cc(C(=O)OC)c1,-9,-6
C=CCN(CC=C)C(=S)NC(=O)/C=C/c1ccccc1,-9,2
O=C(COc1ccc(Cl)cc1)NCc1nnc(SCC(=O)Nc2ccccc2)o1,-1,2
CCOc1ccccc1-c1nc2c([nH]1)c(=O)n(C)c(=O)n2C,1,-4
CCN1C(=O)NC2=C(C(=O)c3ccccc32)C1c1ccccc1F (stereo unspecified),120*,2
O=C(CCCN1C(=O)c2ccccc2C1=O)Oc1ccc(Cl)cc1,1,-5
CC(C)Cc1nc(SCC(=O)Nc2ccc(S(N)(=O)=O)cc2)n[nH]1,1,-1
COC(=O)c1ccc(-c2ccco2)n1Cc1ccccc1Cl,14,6
CSc1nc2ccccc2cc1/C=C(\C#N)c1ccc(Cl)cc1Cl,-3,1
Cc1ccc(-c2ccc(CCC(=O)O)n2-c2cccc(O)c2)cc1,1,-3

# Three successive entries out of the list so far:
SMILES,Statin myotox sup,PglD inh
COC(=O)c1ccc(-c2ccco2)n1Cc1ccccc1Cl,14,6
CSc1nc2ccccc2cc1/C=C(\C#N)c1ccc(Cl)cc1Cl,-3,1
Cc1ccc(-c2ccc(CCC(=O)O)n2-c2cccc(O)c2)cc1,1,-3

# Continued.
SMILES,Statin myotox sup,PglD inh
O=C(OCc1ccccc1Cl)c1ccccc1C(=O)c1ccccc1,-24,8
Cc1noc(C)c1CSc1nnc(-c2ccncc2)n1-c1ccc(Cl)c(Cl)c1,-10,-5
COc1ccc(-c2nnc3ccc(SC(C(C)=O)C(C)=O)nn23)cc1OC,-23,-2
O=C(c1ccccc1)N1CCc2ccccc21,24,11
O=C(CN(c1ccc(F)cc1)S(=O)(=O)c1ccc2c(c1)OCCO2)NCc1ccccn1,11,-7
Cc1ccccc1NC(=S)NC(=O)c1cc(-c2ccccc2)nc2ccccc12,10,-3
COc1ccc2[nH]c(C)c(CCN(Cc3cccs3)C(=S)Nc3ccc(F)cc3)c2c1,-32,-7
Cn1ncc2cc(NC(=S)NC(=O)c3ccccc3)ccc21,-14,-4
C=CCSc1nnc(CSc2nc3sc4c(c3c(=O)[nH]2)CCCC4)n1-c1ccccc1,120*,-1
Cc1cccc(N2C(=S)N=C(Nc3c(C)cccc3C)C23CCOC(C)(C)C3)c1 (stereo unspecified),-24,1
COc1ccc(OC)c(NC(=O)CSc2nnc(CNC(=O)c3ccco3)o2)c1,-8,4
Cc1oncc1-c1cn2ccccc2n1,1,1
CCCS(=O)(=O)N1CCCC(c2nc(-c3cccc(OC)c3)no2)C1 (stereo unspecified),-3,-1
CCOC(=O)C1CCN(C(=O)c2cnn3c(C)cc(C)nc23)CC1,-10,-5
Cc1ccccc1NC(=O)CSC1=C(C#N)C(c2ccsc2)CC(=O)N1 (stereo unspecified),-29,8
CC(C)(C)c1ccc(/C=C/C(=O)NC2=NCCS2)cc1,-19,-1
COc1ccc(OCCNC(=O)C(c2ccccc2)c2ccccc2)cc1,23,0
CCc1nc(NCc2ccc3c(c2)OCO3)c2oc3ccccc3c2n1,28,-7
CCOC(=O)c1cc2c(nc1N)CC(C)(C)OC2,-13,7
COCCN1C(=O)c2oc3cc(C)c(C)cc3c(=O)c2C1c1cccc(O)c1 (stereo unspecified),3,-17
O=C1C=C(NCc2ccncc2)CC(c2ccccc2)C1 (stereo unspecified),-5,-6
Cc1cccc(C)c1OC(=O)CSc1nnc(-c2ccccc2O)o1,-5,-8
CCOCCCNS(=O)(=O)c1ccccc1,-17,-5
CC1(C)Cc2c(sc(NC(=O)C(C)(C)C)c2C#N)C(C)(C)N1,-5,-5
CNC(=S)NNC(=O)Cn1ccc(C)n1,9,-5
CCOC(=O)c1nn(-c2ccccc2)c(-c2ccccc2)c1C(=O)c1ccccc1,2,-4
CCNc1nc2nonc2nc1NCC,14,1
O=C(O)Cc1ccc(NC(=O)C2CCCCC2C(=O)O)cc1 (stereo unspecified),12,0
Cc1cc(C(=O)NC(=S)Nc2ccccc2N2CCOCC2)ccc1[N+](=O)[O-],-4,4
CC1CCN(C(=O)c2cc(-c3ccc(Cl)c(Cl)c3)on2)CC1,-1,1
Cc1ccc2cc3c(NC(=O)c4cccnc4)nn(C)c3nc2c1,-19,2
Cc1noc(C)c1COC(=O)c1ccc(S(=O)(=O)NCc2ccco2)cc1,8,2
COC(=O)CCN(C1CCCCC1)S(=O)(=O)c1ccc(S(=O)(=O)NC2CCCCC2)cc1,3,0
Cc1ccc(CNC(=O)[C@@H]2CCC(=O)N2Cc2ccco2)cc1,0,3
O=C(CCc1nc2ccccc2[nH]c1=O)OCC(=O)N1CCc2ccccc21,7,0
C=CCNC(=O)CSc1nnc(-c2ccccc2Br)n1-c1cccc(C(F)(F)F)c1,4,7
COc1ccc(-c2cc(C(N)=O)nc(N3CCCCCC3)n2)cc1,-1,5
O=C(C1CCC1)N1CCC(c2nc3c(nnn3Cc3c(F)cccc3Cl)c(=O)[nH]2)CC1,14,-1
O=C(Nc1ccccc1C(=O)NC(Cc1c[nH]c2ccccc12)C(=O)O)c1ccco1 (stereo unspecified),7,0
COc1cccc(C(=O)Nc2ccc(N3CCN(Cc4ccccc4)CC3)cc2)c1,-2,-2
CCc1nc(N[C@@H](Cc2c[nH]c3ccccc23)C(=O)O)c2oc3ccccc3c2n1,-5,-5
COc1ccccc1CNC(=O)c1ccc(CS(=O)(=O)c2ccccc2OC)o1,-10,6
C(=C\c1ccccc1)/CSc1nnc(-c2cccnc2)n1Cc1ccco1,-2,-3
N#Cc1nc(-c2ccc(F)cc2)oc1N1CCCC1,15,8
c1ccc(Cn2c(SCc3cn4cccnc4n3)nnc2-c2ccco2)cc1,12,6
CC(C)CCNC(=O)NC(=O)CSc1nnc2ccccn12,14,3
O=C(CN1C(=O)NC2(CCCC2)C1=O)N1CCN(C(=O)c2ccco2)CC1,12,3
CN1CCN(S(=O)(=O)c2cccc(C(=O)NC3CCCc4ccccc43)c2)CC1 (stereo unspecified),9,-2
COc1ccccc1NCCC#N,-4,3
COc1cc(NC(=O)CN2CCC(Cc3ccccc3)CC2)c(C)cc1[N+](=O)[O-],-4,-3
Cc1nn(Cc2ccccc2)c(C)c1C(=O)OCC(=O)c1cc(C)n(CC(F)(F)F)c1C,18,7
Clc1ccc(-c2cc(-c3nnc4n3CCCCC4)c3ccccc3n2)cc1,-10,0
CC(C)Sc1nc2c(c(=O)[nH]c(=O)n2C)n1C,19,-5
N/C(=N\OC(=O)c1ccccc1Cl)c1cccnc1,-4,-12

# Fetched by structure from above, 3 records:
SMILES,Statin myotox sup,PglD inh
COc1cc(NC(=O)CN2CCC(Cc3ccccc3)CC2)c(C)cc1[N+](=O)[O-],-4,-3
Clc1ccc(-c2cc(-c3nnc4n3CCCCC4)c3ccccc3n2)cc1,-10,0
COc1ccccc1NCCC#N,-4,3

# Screening data as filed in PubChem BioAssay.

# These rows are one share of the data; the hit share may differ from the screen's.
